# STAT1 activator = activators of IFN-gamma induced STAT1 signaling. activation (% of control), % at 5.5 µM. NIH 3T3 STAT1-luciferase reporter, luminescence; 100% = IFN-gamma alone, no compound. AID 932. 2.6% of 200,000 active;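 active = activation above the screen-wide mean activation plus 3 SD, cut at about 130% in these data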;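 also: raw ratio to IFN-gamma control signal so 100% means no change and 0% no light; values of inactives mirror those of a sister screen read the other way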
# STAT3 blocker = inhibitors of IL-6 induced STAT3 signaling | inhibition, % at 5.5 µM | 0.89% of 190,000 active | U3A cells, IL-6 STAT3-luciferase reporter, luminescence; host cell line lacks STAT1;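 active = inhibition above the mean inhibition across all screened compounds plus 3 SD, cut at about 44% in these data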;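 also: 0% = DMSO only wells and 100% = 100 µM nifuroxazide control wells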
# STAT1 blocker = inhibitors of IFN-gamma induced STAT1 signaling. NIH 3T3 STAT1-luciferase reporter, luminescence. inhibition, % at 5.5 µM. 0.35% of 200,000 active. AID 920;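 active = inhibition above a set limit, the mean inhibition across all tested compounds plus 3 SD, cut at about 34% in these data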;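 also: 0% = IFN-gamma with DMSO and 100% = IFN-gamma with 300 µM nifuroxazide; values of inactives mirror those of a sister screen read the other way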
# STAT3 act = STAT3 signaling activation | AID 871 | activation (% of control), % at 5.6 µM | U3A cells, IL-6 STAT3-luciferase reporter, luminescence; 100% = signal with IL-6 EC80 alone | 0.91% of 190,000 active;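 active = activation above the screen-wide mean of compound activation plus 3 SD, cut at about 130% in these data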;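 also: 0% = background luminescence of wells with medium and substrate only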
#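 Material: human STAT1-deficient U3A cells with stable STAT3-luciferase reporter / Probe or stimulus: IL-6 stimulus at 33 ng/mL final / Schedule: 1 h compound pre-exposure, 6 h IL-6 stimulation, 37 °C / Technique: luminescence / Read-out basis: percent of IL-6-only median luminescence / Control set: IL-6-only high control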
# Diaphorase inh = inhibits diaphorase or chemically oxidizes, flagging diaphorase assay artifacts. diaphorase resazurin-to-resorufin fluorescence, NADH, 16 min; bacterial (C. kluyveri) enzyme, not human. inhibition, % at 20 µM. 0.69% of 190,000 active. AID 1217;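 active = primary screen inhibition at 20 µM above a set limit, cut at about 50% in these data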;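 also: plate controls were DMSO with full reaction for no effect and wells lacking NADH for full effect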
#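 Assay system: diaphorase enzyme from Clostridium kluyveri; Input: enzyme working solution with 0.14 U/mL diaphorase; Timing: 16 min at room temperature; Technique: resorufin fluorescence, excitation 544 nm, emission 590 nm; Benchmarks: positive control minus NADH, DMSO neutral control.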
# Hsp70 activator = Hsp70 transcriptional activation, primary screen. HeLa Hsp70 promoter luciferase reporter, luminescence; scaled: vehicle 0, proteasome-inhibitor control 100%. activation, % at 10 µM. 0.04% of 200,000 active. AID 1203;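 active = activation above the mean across all tested compounds plus 3 SD, cutoff set per campaign, cut at about 5.5% in these data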;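 also: 100% = MG132 at 30 µM as the positive control and 0% = DMSO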
# TLR4 MyD88 comp = TLR4-MyD88 interaction inhibition in cells | HeLa CL3-4 TLR4/MyD88 BLA complementation, FRET ratio | inhibition, % at 8.4 µM | 0.18% of 200,000 active | O00206+Q99836 | AID 861; in the data active = inhibition above about 25%;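 also: 0% = vehicle and 100% = reference inhibitor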
# Target sequence (O00206 whole entry, looked up): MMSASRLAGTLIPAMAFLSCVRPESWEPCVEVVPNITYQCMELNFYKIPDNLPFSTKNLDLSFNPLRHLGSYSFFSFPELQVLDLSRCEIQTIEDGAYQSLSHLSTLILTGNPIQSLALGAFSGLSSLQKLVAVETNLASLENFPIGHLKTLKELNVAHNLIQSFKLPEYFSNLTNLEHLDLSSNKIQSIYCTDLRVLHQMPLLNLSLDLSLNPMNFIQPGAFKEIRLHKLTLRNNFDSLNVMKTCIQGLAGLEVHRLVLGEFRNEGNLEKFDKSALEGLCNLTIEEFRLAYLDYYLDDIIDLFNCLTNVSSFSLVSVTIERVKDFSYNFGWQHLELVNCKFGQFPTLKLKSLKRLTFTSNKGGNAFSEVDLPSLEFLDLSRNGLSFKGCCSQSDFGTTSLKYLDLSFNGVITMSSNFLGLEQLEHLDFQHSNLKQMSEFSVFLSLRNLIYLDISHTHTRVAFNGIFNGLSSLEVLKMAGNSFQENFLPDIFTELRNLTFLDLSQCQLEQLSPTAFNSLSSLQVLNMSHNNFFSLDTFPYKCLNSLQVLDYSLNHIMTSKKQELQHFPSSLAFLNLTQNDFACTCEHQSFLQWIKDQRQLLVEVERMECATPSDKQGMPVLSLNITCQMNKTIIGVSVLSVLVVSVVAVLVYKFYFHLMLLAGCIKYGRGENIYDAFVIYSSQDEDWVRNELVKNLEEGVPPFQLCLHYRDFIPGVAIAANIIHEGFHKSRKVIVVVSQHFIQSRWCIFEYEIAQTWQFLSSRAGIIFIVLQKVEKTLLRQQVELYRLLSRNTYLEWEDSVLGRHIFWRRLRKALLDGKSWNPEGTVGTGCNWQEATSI
# Target sequence (Q99836 whole entry, looked up): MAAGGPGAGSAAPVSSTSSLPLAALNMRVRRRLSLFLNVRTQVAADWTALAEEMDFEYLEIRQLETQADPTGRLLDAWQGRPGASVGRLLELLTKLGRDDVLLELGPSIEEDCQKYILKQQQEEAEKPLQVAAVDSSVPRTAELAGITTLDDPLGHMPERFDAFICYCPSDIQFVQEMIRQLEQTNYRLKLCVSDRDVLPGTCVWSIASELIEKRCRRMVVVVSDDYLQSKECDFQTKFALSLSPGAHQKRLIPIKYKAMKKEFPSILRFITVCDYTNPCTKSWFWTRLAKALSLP
# G6PDH CS = counter-screen for G6PDH assay hits: L. mesenteroides G6PDH inhibition; inhibition, % at 5 µM; AID 1020; 0.12% of 200,000 active; Purified L. mesenteroides G6PDH, diaphorase/resazurin coupled fluorescence, 45 min; in the data active = inhibition above about 50%
# APP 5UTR inh = APP translation inhibition; inhibition, % at 2 µM; SH-SY5Y APP 5'UTR-luciferase reporter, luminescence; AID 1285; 0.82% of 190,000 active;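 active = inhibition above a set limit, derived from the sample mean plus 3 SD, cut at about 45% in these data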; also: values of inactives mirror those of a sister screen read the other way
# Diaph act CS = diaphorase activation or chemical reduction counter-screen; Diaphorase/resazurin coupled assay, resorufin fluorescence, 16 min; active compounds read high; 1 = vehicle wells, 0 = NADH-free wells; 0.005% of 190,000 active; activation factor at 20 µM;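 active = diaphorase activity raised at least twofold by the compound at 20 µM; inactive = activation factor below 2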
#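 Assay system: Purified diaphorase enzyme from Clostridium kluyveri | Amount: Enzyme 0.07 U/mL final | Dosing: Compound 20 µM once, DMSO 1% | Timing: 16 min reaction at room temperature | Detection: Fluorescence, excitation 544 nm and emission 590 nm | Evaluation: Higher resorufin formation from activation or reduction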
# * = called active by the depositor; / = not tested or not shown.
# Each structure is followed by: STAT1 activator	STAT3 blocker	STAT1 blocker	STAT3 act	Diaphorase inh	Hsp70 activator	TLR4 MyD88 comp	G6PDH CS	APP 5UTR inh	Diaph act CS
CCC(C)(C)c1ccc(OCC(=O)N(C)C)c(C(C)(C)CC)c1
 : 83	4	18	97	12	0.1	-1	-1	9	0.9
COc1ccc(N(C)S(=O)(=O)c2c(C)[nH]c(=O)[nH]c2=O)c(OC)c1
 : 98	1	2	101	7	0.2	-9	1	-18	0.9
CC(=O)Nc1ccc(S(=O)(=O)N2CCSC2c2ccccc2)cc1 (centres undefined)
 : 98	16	2	90	5	-0.5	5	1	-1	0.9
Cc1nn(-c2ccccc2)c2sc(C(=O)NNC(=O)COc3cccc4ccccc34)cc12
 : 100	-2	0	112	20	-0.2	17	8	-5	0.8
COc1ccc(OC)c(NC(=O)CSc2ncccc2C(=O)O)c1
 : 103	-2	-3	105	24	-0.2	-1	3	8	0.8
Cc1cc(C)n(CC(C)NC(=O)CCc2nnc(CCc3ccccc3)o2)n1 (centres undefined)
 : 111	-2	-14	107	-10	0.0	-13	-2	-1	1.1
CCOCCCN(C(=O)CNC(=O)c1ccco1)C(C(=O)NC1CCCC1)c1ccccc1C (centres undefined)
 : 101	6	0	98	11	0.0	3	6	12	0.9
CCOc1ccc(C2CC(c3ccc(F)cc3)Nc3nc(N)nn32)cc1 (centres undefined)
 : 97	-3	4	103	9	-0.3	-17	-7	19	0.9
Cc1ccccc1N/C(SCc1cccc(Br)c1)=C(/C#N)C(N)=O
 : 105	-12	-6	108	11	-0.3	-13	5	0	0.9
Cc1cc(C(=O)OCC(=O)Nc2ccc(S(N)(=O)=O)cc2)c2ccccc2n1
 : 106	14	-5	89	-7	-0.3	2	4	5	1.1
CSc1ccc(NC(=O)Nc2cccn(Cc3ccccc3)c2=O)cc1
 : 84	31	18	79	/	-0.3	-9	3	-14	/
CC1CCN(CCOCCOc2ccccc2-c2ccccc2)CC1
 : 98	-11	2	108	2	-0.1	-6	-3	-27	1
CSCc1ccc(C(=O)Nc2cc(C)cc(C)c2)cc1
 : 107	4	-8	97	11	0.1	-21	6	-106	0.9
N#CC(C#N)=C1CCc2ccccc2N1
 : 105	7	-5	97	-5	-0.4	-4	9	-11	1
CCOC(=O)CCn1c2nc(C)cc(C)c2c(=O)n1-c1ccccc1
 : 95	-2	5	106	5	1.2	0	1	-3	0.9
CCCCNC(=O)c1ccccc1NC(=O)CCSc1ccccc1
 : 102	-9	-2	113	19	-0.1	7	20	9	0.8
CCOc1ccc(NCc2cc3c(C(C)(C)C)nn(-c4ccccc4)c3[nH]c2=O)cc1
 : 97	-1	3	100	8	-0.5	-2	3	/	0.9
Cc1ccc(CCNC(=O)CCSCc2ccc(Cl)cc2)cc1
 : 95	-4	6	104	14	-0.3	7	5	-11	0.9
COC(=O)CN(C#N)c1nc(SC)nc(N(C)C)n1
 : 94	-5	6	106	-10	0.8	6	-3	3	1.1
COc1ccc(CN2CCNC(=O)C2CC(=O)N2CCCO2)c(OC)c1 (centres undefined)
 : 109	4	-11	98	13	-0.3	8	2	-7	0.9
O=C(Nc1nonc1-c1ccc(Cl)cc1)c1ccccc1
 : 99	-11	0	110	16	0.1	0	5	0	0.8
COC(=O)c1nc(-n2nc(C)cc2C)ccc1Cl
 : 96	13	4	93	0	-0.6	5	7	-1	1
COc1ccc(-c2noc(-c3ccccc3C(=O)NCc3ccco3)n2)cc1OC
 : 103	-4	-4	104	15	-0.2	4	-42	17	0.9
Cc1cccc(Cn2c(N(C)CCO)nc3c2c(=O)[nH]c(=O)n3C)c1
 : 97	4	3	101	13	-0.1	-2	-3	-4	0.9
Cc1cc(OCCCCN2C(=O)NC(C)(C)C2=O)cc(C)c1Cl
 : 108	-4	-9	103	12	-0.5	-4	8	-4	0.9
COc1cccc(C(=O)Nc2nc3c(s2)CN(C)CC3)c1
 : 118	2	-19	102	0	0.1	-4	13	-60	1
O=C(Nc1ccc(Cc2ccncc2)cc1)c1cc([N+](=O)[O-])ccc1N1CCOCC1
 : 99	1	-1	105	21	0.1	-6	-6	8	0.8
O=c1c(Cl)c(Cl)cnn1Cc1ccc(F)cc1
 : 82	16	18	90	15	-0.3	27*	20	51*	0.8
CCN(CC)CCNC(=O)c1ccc(NC(=O)c2cn(-c3ccccc3)nc2-c2cccs2)cc1
 : 102	22	-3	87	-51	0.1	-9	0	-5	1.5
Cc1ccc(Cl)cc1N1CCN(C(=O)C2(S(=O)(=O)c3ccc(Cl)cc3)CC2)CC1
 : 100	5	-1	97	0	-0.1	-7	2	-5	1
CCOc1ccc(NC(=O)CN2CCN(CC(=O)Nc3ccc4c(c3)OCO4)CC2)cc1
 : 95	0	5	105	6	-0.5	8	-4	-12	0.9
Clc1ccc(-c2nc(C3CCCCC3)no2)cc1
 : 132*	12	-36	99	0	-0.3	6	6	-108	1
CCN1C(=O)S/C(=C/c2ccc(Sc3nc4ccccc4[nH]3)o2)C1=O
 : 98	-10	2	104	24	-0.5	-7	2	-22	0.8
Cn1cc(/C=C(\C#N)C(=O)Nc2ncc(Cc3cccc(Cl)c3)s2)c2ccccc21
 : 100	3	0	97	2	-0.3	-13	-14	0	1
CCSc1ncnc2sc(C)c(C)c12
 : 105	4	-5	99	-1	-0.2	-18	4	4	1
O=C(O)CCCCCNS(=O)(=O)c1c(Cl)cccc1Cl
 : 107	3	-8	102	10	0.3	-3	2	6	0.9
Cc1ccc(C)c(NC(=S)NCCc2ccc(F)cc2)c1
 : 102	11	-2	93	-2	-0.2	-18	-4	-15	1
Cc1cc2cc(C(c3nnnn3Cc3ccco3)N3CCCCC3)c(=O)[nH]c2cc1C (centres undefined)
 : 108	-3	-7	103	12	-0.2	14	16	/	0.9
Cc1ccccc1CNC(=O)c1ccccc1C
 : 94	-1	2	101	8	-0.5	3	3	-14	0.9
O=S(=O)(N1CCCCC1)N1CCCN(S(=O)(=O)N2CCCCC2)CC1
 : 98	-3	4	104	11	-0.3	-4	5	3	0.9
O=C(COc1ccc(-c2ccccc2)cc1)N1CCN(C(=O)c2cccnc2)CC1
 : 99	11	1	98	10	-0.3	9	5	-7	0.9
CCOc1ccc(S(=O)(=O)N(C)c2ccc(OCC(=O)NCc3cccnc3)cc2)cc1
 : 99	-15	-2	113	10	0.1	-7	-6	5	0.9
CC(NC(=O)c1ccc(Br)cc1Br)c1ccccc1 (centres undefined)
 : 108	-8	-11	110	0	-0.2	9	9	-2	1
CCN(CC)S(=O)(=O)c1ccc2nc(COC(=O)c3n[nH]c4ccccc34)[nH]c2c1
 : 100	19	0	87	2	-0.2	-1	2	-8	1
C/C(=N\NC(=O)CN1CCN(S(=O)(=O)c2ccc(C)cc2)CC1)c1cccnc1
 : 101	-4	-1	102	10	-0.3	-13	-14	7	0.9

# Ordered by number of heavy atoms (falling): part of the list above.
# Each structure is followed by: STAT1 activator	STAT3 blocker	STAT1 blocker	STAT3 act	Diaphorase inh	Hsp70 activator	TLR4 MyD88 comp	G6PDH CS	APP 5UTR inh	Diaph act CS
CCOc1ccc(NC(=O)CN2CCN(CC(=O)Nc3ccc4c(c3)OCO4)CC2)cc1
 : 95	0	5	105	6	-0.5	8	-4	-12	0.9
Cc1cc2cc(C(c3nnnn3Cc3ccco3)N3CCCCC3)c(=O)[nH]c2cc1C (centres undefined)
 : 108	-3	-7	103	12	-0.2	14	16	/	0.9
CCN(CC)S(=O)(=O)c1ccc2nc(COC(=O)c3n[nH]c4ccccc34)[nH]c2c1
 : 100	19	0	87	2	-0.2	-1	2	-8	1
C/C(=N\NC(=O)CN1CCN(S(=O)(=O)c2ccc(C)cc2)CC1)c1cccnc1
 : 101	-4	-1	102	10	-0.3	-13	-14	7	0.9
CCN1C(=O)S/C(=C/c2ccc(Sc3nc4ccccc4[nH]3)o2)C1=O
 : 98	-10	2	104	24	-0.5	-7	2	-22	0.8
Cc1ccc(C)c(NC(=S)NCCc2ccc(F)cc2)c1
 : 102	11	-2	93	-2	-0.2	-18	-4	-15	1
O=C(O)CCCCCNS(=O)(=O)c1c(Cl)cccc1Cl
 : 107	3	-8	102	10	0.3	-3	2	6	0.9
CC(NC(=O)c1ccc(Br)cc1Br)c1ccccc1 (centres undefined)
 : 108	-8	-11	110	0	-0.2	9	9	-2	1
Clc1ccc(-c2nc(C3CCCCC3)no2)cc1
 : 132*	12	-36	99	0	-0.3	6	6	-108	1
CCSc1ncnc2sc(C)c(C)c12
 : 105	4	-5	99	-1	-0.2	-18	4	4	1

# Continued.
# Each structure is followed by: STAT1 activator	STAT3 blocker	STAT1 blocker	STAT3 act	Diaphorase inh	Hsp70 activator	TLR4 MyD88 comp	G6PDH CS	APP 5UTR inh	Diaph act CS
C=CCNC(=O)Nc1cc(Cl)ccc1OC
 : 93	16	7	95	6	-0.3	-10	0	-10	0.9
O=C(NC1CC1)C1CCCN1S(=O)(=O)c1ccc2ccccc2c1 (centres undefined)
 : 105	2	-5	101	-4	0.0	-6	1	-13	1
O=C1COc2ccc(C(=O)NC3CC3)cc2N1
 : 105	-1	-7	102	-1	0.2	3	1	8	1
O=C(Cn1nnc2ccccc21)NC1CCCCC1
 : 111	-1	-12	104	14	0.6	-2	1	0	0.9
CC(C)Cn1c(/C=N/Nc2nc3ccccc3[nH]2)nc2ccccc21
 : 105	5	-6	98	9	-0.1	15	-26	71*	0.9
Cc1sc2nc3c(SC(C)C(=O)O)cc(C(=O)c4ccccc4O)cn3c(=O)c2c1C (centres undefined)
 : 96	-1	4	99	27	-0.5	6	10	-3	0.7
Cc1ccccc1-n1nc2c(c1NC(=O)c1c(-c3ccccc3Cl)noc1C)CSC2
 : 90	9	11	94	10	-0.2	-6	-2	12	0.9

# Compound activity from PubChem.
